V-ATPase pH = yeast V-ATPase proton transport regulation by pHLuorin. S. cerevisiae, pHLuorin cytosolic pH fluorescence. response, % at 10 µM. hit rate 0.37% among 350,000; in the data active = response mostly above about 7.3%, no sharp cut-off; inactive = mostly below about 5.4%; also: actives read high; inactives centre near 0; some compounds called inactive have numbers as strong as hits; reference of the scale not given here
OPRM1-OPRD1 ag = OPRM1-OPRD1 heterodimerization agonism | cells, luminescence | activation, % at 9.3 µM | AID 504326 | hit rate 0.3% among 340,000 | P35372+P41143; in the data active = activation above about 18%;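 also: 0% = vehicle-treated cells and 100% = reference agonist; values of inactives mirror those of a sister screen read the other way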
Pemphigus Ab inh = blocks pemphigus antibody binding to human desmoglein-3; AID 588358; binding (percent of control), % at 10 µM; DSG3-coupled beads, scFv-anti-DSG3-GFP binding, flow cytometry; active compounds read low; hit rate 0.48% among 310,000;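 active = binding more than 3 SD below its plate's average and above zero; inconclusive = below that plate limit but binding exactly zero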;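 also: hits lower antibody fragment binding to DSG3; some compounds called inactive have numbers as strong as hits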
Arrestin-AP2 inh = inhibitors of human beta-arrestin and AP2 interaction. inhibition, % at 10 µM. FITC-arrestin peptide / GST-AP2 beads, flow cytometry; AP2 beta2 appendage carries R879A mutation. hit rate 0.31% among 340,000. AID 504490;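 active = inhibition above a set limit, near 3 SD of compounds lacking own fluorescence, cut at about 54% in these data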;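 also: plate controls were DMSO wells for no effect and 5 µM unlabelled arrestin peptide for full effect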
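System: GST-AP2 R879A bound to glutathione beads, E. coli-expressed. Also added: 50 nM FITC-arrestin peptide. Schedule: compound with beads 12 min RT, then probe 1 h RT. Signal: bead flow cytometry, FITC channel. Read-out basis: percent response.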
OPRM1-OPRD1 inv = inverse agonist of human OPRM1-OPRD1 heterodimerization; P35372+P41143; AID 504357; inhibition, % at 9.3 µM; cell-based MOR-DOR heterodimer luminescence, inverse agonism; hit rate 0.21% among 340,000; in the data active = inhibition above about 22%, passing the limit was not always enough;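 also: 0% = cells with DMSO and 100% = wells without cells with DMSO; values of inactives mirror those of a sister screen read the other way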
Keap1 Nrf2 FP = disrupts human Keap1 binding to Nrf2 peptide | hit rate 0.15% among 340,000 | Keap1 Kelch-Nrf2 peptide fluorescence polarization, 1536-well | inhibition, % at 9.4 µM; in the data active = inhibition above about 12%; inconclusive = no clear call, values can overlap the other calls; inactive = below about 7.3%;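 also: human Keap1 Kelch domain with fluorescein labeled Nrf2 9mer peptide probe; 0% = neutral control wells and 100% = peptide positive control; higher means more block of Keap1 binding to Nrf2 peptide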
Target sequence (Q14145 whole entry, looked up, the tested form may be a part): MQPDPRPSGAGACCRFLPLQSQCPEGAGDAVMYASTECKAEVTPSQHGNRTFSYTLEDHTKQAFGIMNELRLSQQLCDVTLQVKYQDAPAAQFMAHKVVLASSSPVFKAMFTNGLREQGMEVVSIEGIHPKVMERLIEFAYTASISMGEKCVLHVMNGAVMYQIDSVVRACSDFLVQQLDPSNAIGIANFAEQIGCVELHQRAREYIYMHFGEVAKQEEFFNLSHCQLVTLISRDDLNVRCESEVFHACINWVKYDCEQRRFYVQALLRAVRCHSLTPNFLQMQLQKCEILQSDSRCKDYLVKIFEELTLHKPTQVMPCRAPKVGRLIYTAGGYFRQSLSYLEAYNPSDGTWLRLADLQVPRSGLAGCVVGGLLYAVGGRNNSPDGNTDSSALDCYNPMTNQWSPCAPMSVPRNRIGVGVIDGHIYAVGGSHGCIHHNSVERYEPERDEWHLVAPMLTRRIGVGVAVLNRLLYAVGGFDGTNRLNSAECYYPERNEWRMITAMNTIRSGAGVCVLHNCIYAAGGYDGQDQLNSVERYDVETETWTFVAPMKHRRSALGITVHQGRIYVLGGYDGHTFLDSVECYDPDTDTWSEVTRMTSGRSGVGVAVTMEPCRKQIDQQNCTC
RTF Ca sens act = increases calcium sensitivity of human cardiac regulated thin filaments | hit rate 0.24% among 340,000 | AID 493008 | IANBD-labeled TnC RTF fluorescence at EC20 calcium; 0% EC20 calcium, 100% full calcium | activation, % at 7.2 µM | P19429+P45379;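 active = activation above the mean over all tested compounds plus 3 SD, cut at about 30% in these data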;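 also: rise in fluorescence read as greater calcium sensitivity of cardiac thin filaments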
Cardiac RTF inh = cardiac RTF calcium desensitization. P19429+P45379. IANBD-labeled cardiac RTF, Ca2+ fluorescence. inhibition, % at 7.15 µM. hit rate 0.12% among 340,000. AID 493244;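 active = inhibition above the mean inhibition of all tested compounds plus 3 SD, cut at about 17% in these data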;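 also: assay run at fixed EC70 calcium of 1.6 mM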
C-LANA FP = blocks KSHV LANA C-terminal domain binding to DNA; MBP-C-LANA/FAM-LBS DNA binding, fluorescence polarization; inhibition, % at 9 µM; hit rate 0.078% among 340,000; AID 504423;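 active = highest replicate inhibition at or above 60% at 9 µM, even if other replicates fall short; inactive = all replicates below 60% inhibition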;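 also: 0% = neutral control wells and 100% = 4 µM acridine orange control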
Wnt act = Wnt/beta-catenin pathway activation. Wnt/beta-catenin reporter cell assay, activator, plate reader. activation, % at 9.35 µM. hit rate 1.2% among 300,000. AID 743398; in the data active = activation above about 30%, passing the limit was not always enough; inconclusive = no clear call, values can overlap the other calls;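 also: 0% = neutral control wells and 100% = positive control wells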
Starred values were filed as active, the others as inactive; ? = inconclusive; · = no result given. An unsorted share of the library; any-hit rate near 3.1%.

SMILES	V-ATPase pH	OPRM1-OPRD1 ag	Pemphigus Ab inh	Arrestin-AP2 inh	OPRM1-OPRD1 inv	Keap1 Nrf2 FP	RTF Ca sens act	Cardiac RTF inh	C-LANA FP	Wnt act
FC(F)Oc1cccc2cccnc12	-6	-1.1	122	2	7	3	-7	2	-2.0	0
Cc1c(Cl)cccc1NC(=S)N1CCN(c2ccccn2)CC1	0	-1.7	98	13	8	2	-7	6	-0.3	-2
Cc1ccc(S(=O)(=O)Nc2ccc(N(C)S(=O)(=O)c3ccc(C)cc3)cc2)cc1	-2	0.7	109	-6	-3	0	-9	-10	-0.6	-3
COC(=O)c1[nH]c(C)c(/C(O)=C2\C(=O)C(=O)N(CCN(C)C)C2c2cc(OC)ccc2OC)c1C (centres undefined)	-4	-0.9	103	9	5	0	8	-22	-2.3	·
CCOC(=O)c1sc2nc(-c3cccnc3)ccc2c1N	5	0.6	·	-6	-3	-2	2	-7	-0.4	52*
Cc1cccc(-n2cnc(C(=O)N3CCN(C)CC3)c2)n1	0	-2.2	100	1	11	-1	4	-8	1.3	-2
O=C(Nc1cccc(C(=O)N2CCN(c3ccccc3)CC2)c1)c1ccco1	-2	-2.9	103	11	16	-3	-6	-2	-1.6	0
Cc1ccc(C(=O)COc2ccccc2-c2ccccc2)cc1C	-2	1.2	126	-2	-6	-5	10	-3	-0.3	-3
O=C(CCCCn1c(=O)[nH]c2ccccc2c1=O)NCc1ccc2c(c1)OCO2	-2	-0.7	·	6	4	-2	-1	-1	1.0	-2
Cc1ccc(CNC(=O)CN(Cc2ccccc2)S(C)(=O)=O)cc1	1	-3.4	91	-4	18	3	-2	4	-0.9	·
O=C(NC1=NN(c2ccccc2)CC1)Nc1ccccc1F	1	-1.0	102	9	6	1	-3	-7	1.7	?
O=C1CCc2cc(S(=O)(=O)N3CCC(C(=O)NC4CCCCCCC4)CC3)ccc2N1	0	1.1	107	0	-6	-1	4	-7	0.1	0
Cc1ccc(-c2nn(CC(=O)NCC3CCCO3)c(=O)c3ccccc23)cc1 (centres undefined)	0	-2.0	·	-3	11	-3	1	-14	1.4	-2
CCOc1ccc(C(=O)Nc2nc(C)c(C(=O)OC)s2)cc1	2	·	113	11	·	·	·	·	·	3
Cc1ccc(O)c(NC(=O)c2cc(C)no2)c1	2	-0.3	99	-23	1	-7	-4	-8	-0.8	-6
Cc1ccc(NC(=O)C2CCCN2C(=O)NC2CCCCC2)cc1F (centres undefined)	-5	-0.7	104	13	4	-4	-3	-6	0.4	-2
Cc1ccc(CNC(=O)Nc2cccc(C)c2)cc1	-3	0.1	102	5	-1	-3	-4	0	-1.3	8
O=C(OCCCN1CCOCC1)c1ccc(O)c(O)c1	1	-1.6	103	9	8	1	0	4	-1.5	7
CCC(C)c1ccc(NC(=O)COC(=O)C2CCCC2)cc1 (centres undefined)	-1	5.0	91	-5	-25	2	-8	-1	0.8	-3
CCOC(=O)C1CCN(C(=O)CN(c2cccc(C(F)(F)F)c2)S(C)(=O)=O)CC1	12*	-0.4	98	0	2	-4	2	0	1.6	·
CC(C)(C)c1ccc(OCC(=O)NCC(c2cccs2)N2CCOCC2)cc1 (centres undefined)	1	3.3	104	-13	-21	3	-7	7	0.7	0
Cc1ccc(NC(=O)CSc2nnc(NC(=O)C3CC3)s2)cc1C	2	-1.4	·	17	9	0	8	9	1.0	-1
CCNC(=O)C1CCCN1S(=O)(=O)c1ccc2ccccc2c1 (centres undefined)	7	-1.2	113	25	5	-5	-1	-2	1.5	-2
COc1ccc(N2C(=O)N(Cc3ccc(C)cc3)c3ccccc3S2(=O)=O)cc1	4	-0.6	99	25	4	4	7	-5	0.7	-2
O=C(Nc1ccccc1Cl)c1ccccc1S(=O)(=O)c1ccccc1[N+](=O)[O-]	-1	2.9	45	2	-15	-4	6	-7	1.5	·
CS(=O)(=O)c1ccc(C(=O)Nc2ccc(N3CCCCC3)cc2)c(Cl)c1	-1	-2.9	86	10	14	-2	-2	8	0.2	0
NC(=O)C1(N2CCCCC2)CCN(Cc2ccc(F)cc2)CC1	-2	2.1	97	11	-12	-4	0	-6	0.2	·
CN(Cc1ccco1)C(=O)Cn1ncc2c([nH]c3ccccc32)c1=O	-2	-4.8	100	1	24	0	-3	2	2.0	-1
O=C(CCNC(=O)c1ccccc1Cl)NCc1ccncc1	1	-2.0	·	25	11	-3	-5	-11	1.3	1
CC(=O)c1ccc(N2Cc3ccccc3/C2=N\C(=O)Nc2ccccc2)cc1	1	-1.3	99	16	6	-4	4	2	-0.7	·
CCOc1ccc(NC(=O)CCN2CCN(c3ccccc3OC)CC2)cc1	-3	-4.4	·	-5	18	1	0	2	1.7	·
CCOc1cc(NC(=O)C2CCCCC2)c(OCC)cc1NC(=O)c1ccccn1	-3	-0.1	93	-4	1	-4	-3	-9	0.2	-2
COc1ccccc1NC(=O)Nc1cc(C(C)(C)C)nn1C	2	-1.7	·	22	8	3	0	9	0.7	-3
O=Cc1s/c(=N\S(=O)(=O)c2ccccc2)n(CCCCl)c1Cl	-2	-7.4	100	1	34*	-14	3	-1	-2.1	-22
COc1cc2c(cc1NC(=O)CN1CCN(S(=O)(=O)c3ccccc3F)CC1)oc1ccccc12	0	-4.6	96	-3	23	-1	-4	-5	-0.2	·
CC(=O)Nc1ncc(Cc2ccc(Cl)cc2Cl)s1	6	1.7	95	14	-9	-1	2	4	-1.4	0
CCN1CCN(Cc2ccc(NC(=O)c3ccc(C)c(NC(=O)c4cc(-c5ccc(Br)cc5)n[nH]4)c3)cc2C(F)(F)F)CC1	-2	0.6	·	0	-3	-1	-3	-5	0.9	-28
C=C(C)C(=O)Nc1cccnc1Oc1ccc(F)cc1	4	-3.0	107	7	15	-4	0	-5	1.3	-3
N#Cc1sc2nc3c(c(-c4ccco4)c2c1N)CCCC3	0	11	109	-3	-67	0	-5	-5	-0.4	·
Cc1ccc(CSc2nc3ccccc3c(=O)[nH]2)cc1	-2	0.8	112	4	-4	0	3	12	-0.1	6

17 entries from above, sorted by molar mass, low to high.
SMILES	V-ATPase pH	OPRM1-OPRD1 ag	Pemphigus Ab inh	Arrestin-AP2 inh	OPRM1-OPRD1 inv	Keap1 Nrf2 FP	RTF Ca sens act	Cardiac RTF inh	C-LANA FP	Wnt act
C=C(C)C(=O)Nc1cccnc1Oc1ccc(F)cc1	4	-3.0	107	7	15	-4	0	-5	1.3	-3
Cc1ccc(CSc2nc3ccccc3c(=O)[nH]2)cc1	-2	0.8	112	4	-4	0	3	12	-0.1	6
N#Cc1sc2nc3c(c(-c4ccco4)c2c1N)CCCC3	0	11	109	-3	-67	0	-5	-5	-0.4	·
CC(=O)Nc1ncc(Cc2ccc(Cl)cc2Cl)s1	6	1.7	95	14	-9	-1	2	4	-1.4	0
COc1ccccc1NC(=O)Nc1cc(C(C)(C)C)nn1C	2	-1.7	·	22	8	3	0	9	0.7	-3
O=C(CCNC(=O)c1ccccc1Cl)NCc1ccncc1	1	-2.0	·	25	11	-3	-5	-11	1.3	1
NC(=O)C1(N2CCCCC2)CCN(Cc2ccc(F)cc2)CC1	-2	2.1	97	11	-12	-4	0	-6	0.2	·
CCNC(=O)C1CCCN1S(=O)(=O)c1ccc2ccccc2c1 (centres undefined)	7	-1.2	113	25	5	-5	-1	-2	1.5	-2
CN(Cc1ccco1)C(=O)Cn1ncc2c([nH]c3ccccc32)c1=O	-2	-4.8	100	1	24	0	-3	2	2.0	-1
Cc1ccc(NC(=O)CSc2nnc(NC(=O)C3CC3)s2)cc1C	2	-1.4	·	17	9	0	8	9	1.0	-1
O=Cc1s/c(=N\S(=O)(=O)c2ccccc2)n(CCCCl)c1Cl	-2	-7.4	100	1	34*	-14	3	-1	-2.1	-22
CS(=O)(=O)c1ccc(C(=O)Nc2ccc(N3CCCCC3)cc2)c(Cl)c1	-1	-2.9	86	10	14	-2	-2	8	0.2	0
CC(C)(C)c1ccc(OCC(=O)NCC(c2cccs2)N2CCOCC2)cc1 (centres undefined)	1	3.3	104	-13	-21	3	-7	7	0.7	0
COc1ccc(N2C(=O)N(Cc3ccc(C)cc3)c3ccccc3S2(=O)=O)cc1	4	-0.6	99	25	4	4	7	-5	0.7	-2
CCOc1cc(NC(=O)C2CCCCC2)c(OCC)cc1NC(=O)c1ccccn1	-3	-0.1	93	-4	1	-4	-3	-9	0.2	-2
O=C(Nc1ccccc1Cl)c1ccccc1S(=O)(=O)c1ccccc1[N+](=O)[O-]	-1	2.9	45	2	-15	-4	6	-7	1.5	·
COc1cc2c(cc1NC(=O)CN1CCN(S(=O)(=O)c3ccccc3F)CC1)oc1ccccc12	0	-4.6	96	-3	23	-1	-4	-5	-0.2	·

(continued)
SMILES	V-ATPase pH	OPRM1-OPRD1 ag	Pemphigus Ab inh	Arrestin-AP2 inh	OPRM1-OPRD1 inv	Keap1 Nrf2 FP	RTF Ca sens act	Cardiac RTF inh	C-LANA FP	Wnt act
CC(NC(=O)COc1ncnc2cc([N+](=O)[O-])ccc12)c1ccccc1 (centres undefined)	-3	1.1	105	7	-6	-3	5	-5	-0.3	·
CCc1nc(SCC(=O)NNC(=O)C(C)C)c2ccccc2n1	-4	-0.5	97	8	2	-4	1	-11	-1.3	·
CC(NC(=O)CC1CCCCC1)c1ccccc1 (centres undefined)	-7	-2.3	102	-9	11	-4	2	4	-0.5	0
Cc1ccc(-c2cc(-c3ccco3)c3c(N)c(C(=O)NN)oc3n2)cc1	-11	-1.3	110	31	7	3	5	10	-0.3	-2
CSC1=C(C#N)C(CC(C)C)C(C(C)=O)=C(C)N1 (centres undefined)	9	1.5	·	-5	-7	-5	-4	-6	1.2	-1
Cc1ccc(C)c(C(=O)C(C)OC(=O)CN2C(=O)NC3(CC(C)CC(C)(C)C3)C2=O)c1 (centres undefined)	3	6.2	103	4	-25	3	-2	-4	1.7	-3
CC(=O)N1c2ccc(S(=O)(=O)N3CCCC3)cc2CC1C(=O)NCc1cccc(F)c1 (centres undefined)	1	-3.0	86	-6	15	-4	-3	2	0.6	0
CC(=O)Oc1ccccc1C(=O)N(C1CCCCC1)C1CCCCC1	-1	3.5	104	1	-16	2	-3	3	-0.7	0

Exported field by field: entries from further up.
> Cc1ccc(-c2cc(-c3ccco3)c3c(N)c(C(=O)NN)oc3n2)cc1
  V-ATPase pH = -11 | OPRM1-OPRD1 ag = -1.3 | Pemphigus Ab inh = 110 | Arrestin-AP2 inh = 31 | OPRM1-OPRD1 inv = 7 | Keap1 Nrf2 FP = 3 | RTF Ca sens act = 5 | Cardiac RTF inh = 10 | C-LANA FP = -0.3 | Wnt act = -2

> CSC1=C(C#N)C(CC(C)C)C(C(C)=O)=C(C)N1 (centres undefined)
  V-ATPase pH = 9 | OPRM1-OPRD1 ag = 1.5 | Pemphigus Ab inh = · | Arrestin-AP2 inh = -5 | OPRM1-OPRD1 inv = -7 | Keap1 Nrf2 FP = -5 | RTF Ca sens act = -4 | Cardiac RTF inh = -6 | C-LANA FP = 1.2 | Wnt act = -1
